From PubChem
BL2 CD40 inh = CD40 pathway inhibition in BL2 cells; BL2 NF-kB luciferase reporter, CD40L-induced, 4 h; inhibition, % at 10 µM; 83,000 tested, 0.94% active; AID 1053188;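 active = mean inhibition of at least 50% with a set share of replicates also reaching that level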;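 also: 0% = neutral control wells and 100% = IKK inhibitor VII at 50 µM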
* hit, by the source's call; & = joins results of further samples; [ ] = another dose, or the depositor's remark. An excerpt. The share of hits here may be higher or lower than overall.

SMILES	BL2 CD40 inh
CCN(CC(=O)NCc1ccc(F)cc1)C(=O)c1ccc(C(=O)c2ccccc2)cc1	17
O=C(NC1CCCCC1)N1C[C@@H]2N[C@H](C1)C2c1ccc(-c2ccc(F)cc2)cc1 (stereo partly specified)	13&10[25 µM]
CCCNC(=O)N1CC2(C1)CN(C(=O)NC1CCCC1)[C@H](CO)c1[nH]c3cc(OC)ccc3c12	5[25 µM]
COc1ccc2c3c(n(C)c2c1)[C@@H](CO)N(C(=O)c1ccccn1)CC31CN(C(=O)Cc2ccccc2)C1	-24[25 µM]
COc1ccc(S(=O)(=O)N(C)C[C@@H]2OCCCC[C@@H](C)Oc3ccc(NC(=O)Nc4ccc(F)cc4)cc3C(=O)N([C@@H](C)CO)C[C@@H]2C)cc1	3
CS(=O)(=O)c1cccc(C(=O)Nc2ccc(-c3nc4ccccc4[nH]3)cc2)c1	-3
CCCCNC(=O)C1(C)CCCCN1C(=O)c1oc2ccccc2c1C (stereo unspecified)	5
O=C(O)c1ccc2ncsc2c1	1
O=S(=O)(Nc1ccc2c(c1)nc1n2CCOC1)c1ccccc1	5
N#CC1C(=O)NC(=O)C(C#N)C12CCCCC2 (stereo unspecified)	7
O=C(Cc1ccc(F)cc1)Nc1cccc(-c2ccc3nncn3n2)c1	-3
CCn1ccnc1[C@@H]1C[C@H]2CN(Cc3cccc(Cl)c3)C(=O)[C@]23CCCN13	1
O=C(COC(=O)CCNS(=O)(=O)c1ccccc1F)Nc1nnc(-c2ccccc2)o1	-2
Cc1c(C(=O)c2ccccc2)oc2ccc3ccccc3c12	-107
COc1ccc(N=C2C=CC(=O)O2)cc1	8
O=C(Nc1ccnn1C1CCN(CCCc2ccccc2)CC1)c1ccccc1	-4
CCCn1c(=O)c2c(nc(Br)n2CCC)n(C)c1=O	20
CC=Cc1ccc2n(c1=O)C[C@@H]1[C@@H](CO)[C@H](C(=O)Nc3ccc(-c4ccccc4)cc3)[C@H]2N1C(=O)CC (mixture of isomers)	15[25 µM]
O=C1CC2(CCCC2)C(=O)N1CN1CCN(S(=O)(=O)c2ccc(Cl)c(Cl)c2)CC1	3
CC[C@H]1C/C=C\C[C@H](C(C)C)NC(=O)CCC(=O)N1	-17[25 µM]
O=C(Nc1ccc2oc(-c3ccc4ccccc4c3)nc2c1)c1cccs1	-115
O=C(COC(=O)c1cc(S(=O)(=O)N2CCCC2)ccc1O)NCCc1ccccc1	4
O=C1CCCN1c1ccc(N2CCCC2=O)cc1	4
O=C(c1ccccc1[N+](=O)[O-])N(CCc1ccccc1)Cc1ccccc1	6
CC(C)[C@@H]1COCc2cn(nn2)CCC[C@H](C)C(=O)N1	-15[25 µM]

Part of the list above, set out differently.
CCn1ccnc1[C@@H]1C[C@H]2CN(Cc3cccc(Cl)c3)C(=O)[C@]23CCCN13
  BL2 CD40 inh = 1

O=C(Nc1ccnn1C1CCN(CCCc2ccccc2)CC1)c1ccccc1
  BL2 CD40 inh = -4

N#CC1C(=O)NC(=O)C(C#N)C12CCCCC2 (stereo unspecified)
  BL2 CD40 inh = 7

Ordered by value in BL2 CD40 inh (falling): some entries from above.
SMILES	BL2 CD40 inh
CCCn1c(=O)c2c(nc(Br)n2CCC)n(C)c1=O	20
N#CC1C(=O)NC(=O)C(C#N)C12CCCCC2 (stereo unspecified)	7
O=S(=O)(Nc1ccc2c(c1)nc1n2CCOC1)c1ccccc1	5
O=C(COC(=O)c1cc(S(=O)(=O)N2CCCC2)ccc1O)NCCc1ccccc1	4
CCn1ccnc1[C@@H]1C[C@H]2CN(Cc3cccc(Cl)c3)C(=O)[C@]23CCCN13	1
O=C(Cc1ccc(F)cc1)Nc1cccc(-c2ccc3nncn3n2)c1	-3
Cc1c(C(=O)c2ccccc2)oc2ccc3ccccc3c12	-107

The listing picks up, repeating the 5 entries before the break.
SMILES	BL2 CD40 inh
O=C(Nc1ccc2oc(-c3ccc4ccccc4c3)nc2c1)c1cccs1	-115
O=C(COC(=O)c1cc(S(=O)(=O)N2CCCC2)ccc1O)NCCc1ccccc1	4
O=C1CCCN1c1ccc(N2CCCC2=O)cc1	4
O=C(c1ccccc1[N+](=O)[O-])N(CCc1ccccc1)Cc1ccccc1	6
CC(C)[C@@H]1COCc2cn(nn2)CCC[C@H](C)C(=O)N1	-15[25 µM]
CS(=O)(=O)N(CC(=O)N1CCCCCC1)Cc1ccc(Cl)cc1	12
COc1ccc(NC(=O)N[C@H]2CC[C@@H](CCn3cc(-c4ccc(F)cc4)nn3)O[C@H]2CO)cc1	-13
CCN(C(=O)CSc1nnnn1-c1ccccc1OC)C1CCS(=O)(=O)C1 (stereo unspecified)	-3
O=C(CSc1nnnn1-c1ccccc1)NCCCN1CCCC1=O	18
CCC(C)(C(=O)NC1CCCCC1)N(Cc1ccco1)C(=O)Cc1cccs1 (stereo unspecified)	18
CCS(=O)c1ccccc1C(=O)OC(C)C(=O)Nc1ccc(S(=O)(=O)N2CCCC2)cc1 (stereo unspecified)	6
CC(=O)NCC12CC3CC(C1)CC(C(=O)O)(C3)C2	2
O=C1NCCOCn2nncc2CC[C@@H]1Cc1ccc(-c2ccccc2)cc1	-11[25 µM]
O=C(COc1ncnc2c(Cl)cc(Cl)cc12)NCCC1=CCCCC1	-10
COc1c(Cl)cc(C(=O)O)cc1Cl	1
O=C(OCc1nnc(-c2ccccc2)o1)c1ccc2c(c1)OCCO2	-13
CCOC(=O)C1(CC2CC2)CCN(C(=O)c2ocnc2C)CC1	2
CC1(C)C(=O)Nc2ccccc2N1C(=O)COC(=O)c1cc(S(C)(=O)=O)ccc1Cl	5
Cc1ccc(S(=O)(=O)N(CCC(=O)NCc2ccc(S(N)(=O)=O)cc2)c2ccccc2)cc1	5
C[C@@H]1CCCCO[C@H](CN(C)C(=O)Cc2ccccc2)[C@@H](C)CN([C@H](C)CO)C(=O)c2cc(NS(C)(=O)=O)ccc2O1	0[25 µM]
COc1ccc2nc(SC(C)C(=O)NC3CCCCC3)[nH]c2c1 (stereo unspecified)	15
COC(=O)c1ccc(S(=O)(=O)N2CCCC2)o1	18
CSCCC(NS(=O)(=O)c1ccccc1F)C(=O)NCC(c1ccc(F)cc1)N1CCOCC1 (stereo unspecified)	7
O=C1COc2ccc(C(=O)COC(=O)Cc3ccc(F)cc3)cc2N1	-10
N#C[C@@H]1[C@@H](c2ccc(-c3ccncc3)cc2)[C@@H](CO)N1C(=O)C1CCCCC1	14
CO[C@H]1CN(C)C(=O)c2cc(NC(=O)NC3CCCCC3)ccc2OC[C@H](C)N(CC2CCOCC2)C[C@@H]1C	6[25 µM]
O=C(Nc1ncccn1)C1c2ccccc2Oc2ccccc21	11
O=C(COC(=O)CNC(=O)c1ccccc1F)NCC(F)(F)F	4
O=C(c1cccc(F)c1)N1CC[C@H]2[C@H](CO)Nc3ccc(C#Cc4ccccc4)cc3[C@H]21	0
Cc1c(C(=O)NCCN2CCCC(O)C2)oc2c(F)cccc12 (stereo unspecified)	4

Other compounds follow.
SMILES	BL2 CD40 inh
Cc1occc1C(=O)Nc1cccc(S(=O)(=O)N2CCOCC2)c1	6
Cc1ccc(C)n1-c1cc(S(=O)(=O)N2CCOCC2)ccc1N1CCCC1	12&6
COc1cc(CN(C)c2ccc(S(=O)(=O)N3CCCC3)cn2)ccc1OC(F)F	-12
CCCSc1nc(N)nc2c1ncn2C1OC(CO)C(O)C1O (stereo unspecified)	-9
CC1CCC2(CC1)NC(=O)N(CC(=O)NC1(C#N)CCCCC1)C2=O (stereo unspecified)	21
COC(=O)N(C)C[C@@H]1OCc2ccccc2-c2c(n(C)c3ccccc23)C(=O)N([C@@H](C)CO)C[C@H]1C	-12
Cc1cc(C)n(Cc2ccc(C(=O)NCCC3=CCCCC3)o2)n1	-15
O=S(=O)(NCCOC12CC3CC(CC(C3)C1)C2)c1cccc2nsnc12	0
Cc1cc(C)c(C)c(S(=O)(=O)N2CCN(C(=O)c3ccc4c(=O)n5c(nc4c3)CCC5)CC2)c1C	14
O=C(c1ccc(S(=O)(=O)NCc2ccco2)cc1)N1CCN(Cc2ccccc2)CC1	-6
OC(c1ccccn1)c1c[nH]c2ccccc12 (stereo unspecified)	2
COC(=O)c1sc2nc(-c3ccccc3)c3c(c2c1N)CCCC3	9
CC1Cc2ccccc2N1S(=O)(=O)c1cccc(C(=O)NNC(=O)c2ccccc2F)c1 (stereo unspecified)	1
CCCC(=O)Nc1ccc2c(c1)OC[C@H](C)N(CC1CCOCC1)C[C@@H](C)[C@H](OC)CN(C)C2=O	-4[25 µM]
O=C(C[C@H]1C[C@H]2c3cc(NC(=O)NC4CCCCC4)ccc3O[C@H]2[C@H](CO)O1)NC1CCCC1	-6
CN1C(=O)c2cc(NC(=O)c3cccc(F)c3)ccc2OC[C@@H]2O[C@H](CC(=O)NCc3ccccc3Cl)CC[C@H]21	32[25 µM]
Cc1noc(C)c1COc1cccc(C(=O)NC(C)(C)C)c1	8
CN(CC(=O)Nc1ccc(N2CCOCC2)cc1)C(=O)C1CCCC1	3
CN1c2ccc([N+](=O)[O-])cc2N(C)C1(C)c1ccccc1 (stereo unspecified)	2
O=C(NC1CCCCC1)c1cc(C(=O)c2ccccc2Br)c[nH]1	7
O=C(Nc1ccc2c(c1)CN(C(=O)Nc1ccc(F)cc1)CC2)c1ccccn1	-65
O=C(Nc1nccs1)c1cccnc1	8
O=C(NCCSCc1ccccc1)c1cc(S(=O)(=O)N2CCOCC2)ccc1F	11
O=S(=O)(Nc1ccc(N2CCCCC2)cc1)c1cccs1	-22
O=C1N[C@H](Cc2ccccc2)COCc2cn(nn2)CC[C@H]1Cc1ccccc1	-2

(cont.)
SMILES	BL2 CD40 inh
CCCCCCNC(=O)Cc1ccc(Br)cc1	-5
Cc1ccc(S(=O)(=O)NCC(=O)OC(C)C(=O)NC2CCCCC2C)cc1C (stereo unspecified)	7
c1ccc(OCCOc2ncnc3ccccc23)cc1	-69
CCN(C(=O)CN1CCCCC1)c1c(N)n(Cc2ccccc2)c(=O)[nH]c1=O	8
O=C(c1ccc2c(c1)OCO2)N1C[C@H]2[C@@H](c3ccccc31)[C@H](CO)N2Cc1ccc2c(c1)OCO2	-1
CC1COC2C(O1)N(S(C)(=O)=O)CCN2S(C)(=O)=O (stereo unspecified)	10
Cn1c(=O)c2c(ncn2CC(=O)O)n(C)c1=O	9
O=C(C1CC1)N1CCc2cc(S(=O)(=O)NCCCN3CCCCC3)ccc21	3
COc1ccc(NC(=O)N(C)C[C@@H]2OCCCC[C@@H](C)Oc3ccc(NC(=O)c4ccncc4)cc3C(=O)N([C@H](C)CO)C[C@@H]2C)cc1	-21[25 µM]
C[C@@H]1CN([C@@H](C)CO)C(=O)c2cc(NS(=O)(=O)c3cccs3)ccc2O[C@@H](C)CCCCO[C@@H]1CN(C)C(=O)c1ccncc1	-1[25 µM]
C/C(N)=C(/C#N)C(=O)CSc1nnc(Nc2cccc(C)c2C)s1	-64
COc1ccc(/C=C/C(=O)c2cc3c(cc2N)OCO3)cc1	-103
Cc1ccc(C(=O)OCC(=O)Nc2ccc(C)c(S(=O)(=O)N3CCCCC3)c2)o1	12
CN(CC(=O)NCC1COc2ccccc2O1)S(=O)(=O)c1ccc(Cl)cc1 (stereo unspecified)	-1
Cc1ccc(C(=O)NCCn2ccc3ccccc32)cc1[N+](=O)[O-]	-28
COCCNC(=O)[C@@H]1[C@@H](CO)[C@@H]2Cn3c(cccc3=O)[C@H]1N2Cc1cccc(Cl)c1	-2[25 µM]
O=C(CCCN1CCC(C(O)c2ccc(F)cc2)CC1)c1ccc(F)cc1 (stereo unspecified)	3
COc1ccc(OC)c(N(CC(=O)Nc2ccccc2C(=O)NCc2ccco2)S(C)(=O)=O)c1	7
COc1cccc(C(=O)N2C[C@@H]3[C@H](c4ccccc42)[C@H](CO)N3C(=O)c2ccc(F)cc2)c1	2
Cn1nc(C(=O)OCc2ccccc2F)c2ccccc2c1=O	-4
COCc1c(C(=O)N2CCN(Cc3ccc4c(c3)OCO4)CC2)oc2ccccc12	-12
O=C(O)C[C@@H]1C[C@H]2c3cc(NC(=O)Nc4ccc(C(F)(F)F)cc4)ccc3O[C@H]2[C@@H](CO)O1	6[25 µM]
CCOC(=O)c1c(N)c(C#N)c2n1CCCC2	10
COc1ccccc1-n1cnnc1SC(C)C(=O)Nc1ccc(NC(C)=O)cc1 (stereo unspecified)	8
O=C(COC(=O)C1CC2CCCC(C1)C2=O)NNC(=O)c1ccc([N+](=O)[O-])cc1 (stereo unspecified)	-4

Following part:
SMILES	BL2 CD40 inh
COCC(=O)n1cc(C(=O)OC)c2ccccc21	4
Cc1ccc(S(=O)(=O)N2[C@@H]3CNC[C@H]2C3c2ccc(-c3cccnc3)cc2)cc1 (stereo partly specified)	-2&2
O=C(c1cccnc1)N1C[C@H]2[C@@H](c3ccccc31)[C@H](CO)N2C(=O)Nc1ccccc1	5
CCOc1ccc(S(=O)(=O)NCCC(=O)NCC(c2ccco2)N2CCCCC2)cc1 (stereo unspecified)	11
Cc1ccc(S(=O)(=O)N(C)C)cc1NC(=O)C(C)OC(=O)c1cc[n+]([O-])cc1 (stereo unspecified)	7
COc1ccccc1NC(=O)CN(c1ccccc1)S(=O)(=O)c1ccccc1	8
COc1ccc(CC(=O)N2CCC(C)(C(=O)NS(=O)(=O)C3CC3)C2)cc1OC (stereo unspecified)	-1
N=C1c2ccccc2CN1NC(=O)COc1ccc(Cl)cc1	27
O=C(Cn1c(NCCO)nc2ccccc21)NCC(F)(F)F	7
C[C@H](CO)N1C[C@H](C)[C@H](CN(C)C(=O)Nc2ccc(-c3cccs3)cc2)OCc2cnnn2CCCC1=O	-4[25 µM]
COc1cc(/C=N/NC(=O)c2ccccn2)cc2c1OCO2	-57
COc1ccc(S(=O)(=O)N2CCCCCC2)cc1C(=O)N(C)Cc1ccc(Cl)cc1Cl	9
CC(=O)N(C)C[C@H]1Oc2ccc(N(C)C)cc2CC(=O)N(C)C[C@H]1C	-1
CCOc1ccccc1OCCCC(=O)Nc1sccc1C(N)=O	-2
CC(C)CC(=O)Nc1ccc2c(c1)OCO2	-13
COc1ccc(Cc2nc3ccc(C(=O)NCCn4ccnc4C)cc3o2)cc1OC	-6
